Assay outcomes (PubChem BioAssay)
M5 PAM = positive allosteric modulators of human muscarinic M5 receptor; actives 0.3% (n = 360,000); CHO-K1 hM5, Fluo-8 calcium, ACh EC20 PAM; 0% = ACh EC20, 100% = ACh EC100; AID 624038; activation, % at 3 µM;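 active means activation above the run cutoff, the mean activation of all test compounds plus 3 SD, cut at about 18% in these data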
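Test system: CHO-K1 hM5 cells / Doses: single-point, 3 µM nominal / Times: Post-acetylcholine fluorescence recording 140 s / Technique: Fluo-8 calcium fluorescence / Measure: Max/basal fluorescence ratio as % of EC20–EC100 ACh window / Benchmarks: low control EC20 acetylcholine (0%), high control EC100 acetylcholine (100%) / Replicates: one well per compound, no replicates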
M5 antag = antagonists of human muscarinic M5 receptor (CHRM5) | P08912 | CHO-hM5 cells, Fluo-8 calcium fluorescence, ACh EC80 | inhibition, % at 3 µM | actives 0.59% (n = 360,000);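 active means inhibition above a per-plate cutoff, the mean of that plate's test compounds plus 3 SD, cut at about 27% in these data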;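 further: 0% = acetylcholine EC80 with DMSO and 100% = DMSO without agonist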
CRFR2-BP ag = CRF-BP/CRF-R2 complex agonism | actives 0.46% (n = 350,000) | activation, % at 13.2 µM | HEK293 CRF-R2/CRF-BP, calcium dye fluorescence (FLIPR); percent of saturating CRF peptide response | AID 588473;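 active means activation of at least 50%, plus an integration ratio under a set limit after plate pattern correction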;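 further: plate controls were neutral control wells without compound for no effect and CRF at EC100 for full effect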
CHRM4 PAM = positive allosteric modulators of human muscarinic M4 receptor. CHO-K1 hM4/Gqi5, Fluo-8 calcium fluorescence, ACh EC20; 0% = ACh EC20, 100% = maximal ACh. activation, % at 3 µM. actives 0.4% (n = 360,000). AID 624126;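 active means activation above its plate's cutoff, the mean activation of sample wells plus 3 SD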; further: some results filed as inactive read as strong as hits
Target sequence (P08173 whole entry, looked up): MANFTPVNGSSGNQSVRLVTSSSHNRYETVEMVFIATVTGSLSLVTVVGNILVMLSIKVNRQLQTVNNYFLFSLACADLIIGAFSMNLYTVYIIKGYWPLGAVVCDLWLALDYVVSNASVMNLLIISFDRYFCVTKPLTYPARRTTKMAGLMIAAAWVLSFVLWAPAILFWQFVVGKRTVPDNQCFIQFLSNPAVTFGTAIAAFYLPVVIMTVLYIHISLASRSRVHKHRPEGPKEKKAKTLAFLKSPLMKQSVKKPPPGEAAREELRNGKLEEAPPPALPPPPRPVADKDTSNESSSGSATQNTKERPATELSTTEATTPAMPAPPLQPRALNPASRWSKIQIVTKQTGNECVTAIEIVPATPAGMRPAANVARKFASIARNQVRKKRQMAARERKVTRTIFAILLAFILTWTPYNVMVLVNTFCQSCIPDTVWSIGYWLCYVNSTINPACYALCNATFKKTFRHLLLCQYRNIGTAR
CRFR2-BP antag = CRF-BP/CRF-R2 complex antagonism; HEK293 CRF-R2/CRF-BP, CRF-induced calcium fluorescence; inhibition, % at 11.8 µM; actives 0.59% (n = 350,000);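 active means inhibition of the ligand-induced calcium signal above about 50% at the single tested concentration, limit read from the data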
M4 ag = CHRM4 agonism in calcium assay. CHO-K1 hM4/Gqi5, Fluo-8 calcium fluorescence; vehicle 0%, full acetylcholine response 100%. P08173. activation, % at 3 µM. actives 0.14% (n = 360,000);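 active means activation above the run mean over all test wells plus 3 SD, cut at about 32% in these data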;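 further: peak over basal fluorescence ratio per well then scaled between controls; 0% = DMSO wells and 100% = acetylcholine at EC100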
M5 ag = agonists of human muscarinic M5 receptor (CHRM5); P08912; CHO-K1 hM5 cells, Fluo-8 calcium fluorescence; 0% DMSO wells, 100% maximal acetylcholine response; activation, % at 3 µM; actives 0.19% (n = 360,000); AID 624037;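 active means activation above the run's mean over test compounds plus 3 SD, cut at about 23% in these data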;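 further: signal is peak over basal fluorescence ratio across the kinetic read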
M1 PAM = potentiates human M1 receptor response to acetylcholine; AID 588819; actives 0.088% (n = 360,000); activation, % at 3 µM; CHO-K1 hM1, Fluo-8 calcium fluorescence, ACh EC20; 0% = ACh EC20, 100% = maximal ACh; P11229; in the data active means activation above about 19%, passing the limit was not always enough
Target sequence (P11229 whole entry, looked up): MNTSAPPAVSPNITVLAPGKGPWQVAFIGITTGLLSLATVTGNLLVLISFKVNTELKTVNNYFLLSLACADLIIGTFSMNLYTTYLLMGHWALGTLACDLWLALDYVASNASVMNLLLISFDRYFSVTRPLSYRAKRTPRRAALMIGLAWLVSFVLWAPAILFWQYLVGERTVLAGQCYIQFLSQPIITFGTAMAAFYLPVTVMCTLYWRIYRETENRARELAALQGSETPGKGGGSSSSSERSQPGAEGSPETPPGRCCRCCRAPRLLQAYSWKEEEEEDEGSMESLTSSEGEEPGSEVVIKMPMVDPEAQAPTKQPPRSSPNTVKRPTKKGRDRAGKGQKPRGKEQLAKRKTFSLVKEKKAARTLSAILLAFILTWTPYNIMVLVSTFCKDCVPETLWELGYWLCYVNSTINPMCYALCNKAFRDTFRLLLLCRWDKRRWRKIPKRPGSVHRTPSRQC
M4 antag = blocks acetylcholine activation of human M4 receptor; CHO-hM4 cells, ACh EC80, Fluo-8 calcium fluorescence; inhibition, % at 3 µM; actives 0.73% (n = 360,000);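 active means inhibition above its plate's cutoff, the mean inhibition of sample wells plus 3 SD, cut at about 27% in these data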;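 further: 0% = acetylcholine EC80 with DMSO and 100% = DMSO without agonist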
The depositor's hits bear a star; · = not tested or not shown. An unsorted share of the library; 2.6% or so of the library scored in one or more.

entry	SMILES	M5 PAM	M5 antag	CRFR2-BP ag	CHRM4 PAM	CRFR2-BP antag	M4 ag	M5 ag	M1 PAM	M4 antag
1	Cc1cccc(NS(=O)(=O)c2ccc3c(c2)OCCO3)c1	-3	0	-0.4	-2	6	0	-1	-4	3
2	COc1ccc(NC(=S)N2CCC(NC(=O)c3ccc(F)cc3)CC2)cc1	-1	9	-1.1	1	7	2	-3	11	-9
3	Clc1cccc(OCc2nnc(-c3ccccc3Br)o2)c1	-2	0	-0.5	3	-2	1	-2	-4	-18
4	CC(Sc1cccc[n+]1[O-])C(=O)Nc1cc(Cl)c(Cl)cc1Cl (stereo not drawn)	6	-7	-3.3	2	-9	1	0	11	-14
5	CCc1nc2c(OCCC3CCCCC3)cccn2c1N(C)C(=O)c1ccncc1	-2	3	·	0	·	-1	-3	6	1
6	CCOC(=O)C1CCN(Cc2nc3ccccc3c(=O)n2-c2ccc(F)cc2)CC1	-4	2	-2.8	-2	-33	3	-2	5	-2
7	CCN(CC)c1ccc(NC(=O)c2cnc3ccccn3c2=O)c(C)c1	0	-6	0.4	2	-26	0	2	8	3
8	S=C(NCC1CCCO1)NC12CC3CC(CC(C3)C1)C2 (stereo not drawn)	-7	-5	1.1	8	-14	0	0	6	-3
9	S=C(NCc1ccco1)N1CCN(c2cccc(Cl)c2)CC1	-1	5	-1.5	-10	2	5	-2	4	5
10	COC(=O)C1=C(C)NC(=S)NC1c1ccc(OC(=O)c2ccco2)cc1 (stereo not drawn)	9	1	-3.4	16	13	0	2	10	-7
11	O=C(CN1CCOc2ccccc21)N1CCN(c2cccc(Cl)c2)CC1	-2	0	4.2	-10	-5	5	2	-4	5
12	COCCOc1cc(Nc2nnc(C(F)(F)F)s2)c(Cl)cc1Cl	-13	13	14	-10	-10	11	-3	-13	-14
13	O=C(O)CSc1nc(-c2ccccc2)nc2c1oc1ccccc12	7	-1	-0.2	-1	-13	3	5	4	3
14	O=C(Nc1ccc(S(=O)(=O)N2CCC(C(=O)NC3CCCCC3)CC2)cc1)c1ccco1	1	-2	0.3	8	6	1	-8	7	-2
15	COc1ccc(N2CCN(C(CNC(=O)C(=O)NCC(OC)OC)c3ccco3)CC2)cc1 (stereo not drawn)	-1	2	1.6	3	-10	0	-3	10	-1

The list continues.
entry	SMILES	M5 PAM	M5 antag	CRFR2-BP ag	CHRM4 PAM	CRFR2-BP antag	M4 ag	M5 ag	M1 PAM	M4 antag
16	C/C(=N/NC(=O)CNC(=O)Cc1ccccc1)c1ccco1	7	-3	-1.4	1	10	0	-3	9	0
17	CCCCn1c(N)c(N(CCOC)C(=O)COC(=O)C(C)(C)Oc2ccc(Cl)cc2)c(=O)[nH]c1=O	-1	3	0.8	-3	-9	0	-3	3	7
18	O=C(Nc1ccc2c3c(cccc13)CC2)c1ccc(Br)o1	-2	2	-0.3	4	-8	1	-6	2	-2
19	CC1CCc2c(sc3nc(CN4CCOCC4)nc(Sc4ccccc4)c23)C1 (stereo not drawn)	-1	-1	0.5	5	-14	1	0	5	8
20	O=C(NNS(=O)(=O)c1ccccc1)c1csc(-c2cccnc2)n1	-4	5	-1.5	3	-14	0	-1	0	-12
21	Cn1c(SCC(=O)N2CCCc3ccccc32)nnc1-c1c[nH]c2ccccc12	-7	5	-2.0	-7	2	1	-3	3	-7
22	COc1ccc(-n2ncc3c(N4CCCc5ccccc54)ncnc32)cc1	0	-3	9.1	6	8	0	4	-7	-10
23	CCC/C(=N\NC(=O)c1ccccc1C)c1ccccc1	-5	0	-17	5	8	1	-3	-3	-5
24	CC(NC(=O)c1ccccc1NC(=O)c1ccccc1)C(=O)N1CCOCC1 (stereo not drawn)	-4	7	-5.6	0	15	2	1	0	4
25	COc1cc(CNCCc2c[nH]c3ccccc23)ccc1OCc1ccccc1F	-6	4	5.8	2	-29	1	1	-8	5
26	Cn1c(=O)c2[nH]c(SCCN3CCOCC3)nc2n(C)c1=S	-2	12	-0.1	9	-2	1	1	11	-1
27	Cc1cc(NC(=O)C2CCCC2)nc2c1c(=O)oc1ccccc12	-10	-2	1.9	-2	-46	6	3	4	-4
28	Cc1ccc(C(=O)NCC(=O)N(C)CC(=O)Nc2ccccc2Br)s1	-3	-1	-4.4	18	5	0	4	6	-17
29	Cc1cc(C)c2c(c1)c1nnc(SCCN3CCOCC3)nc1n2C	-5	8	0.5	-4	9	1	-2	2	9
30	COc1cc(/C=C/C(=O)O)cc(S(=O)(=O)N(CC(C)C)CC(C)C)c1OC	2	-12	4.5	3	-24	0	-2	4	3

Of the compounds above, 2 contain a thiophene ring, fused or not:
entry	SMILES	M5 PAM	M5 antag	CRFR2-BP ag	CHRM4 PAM	CRFR2-BP antag	M4 ag	M5 ag	M1 PAM	M4 antag
19	CC1CCc2c(sc3nc(CN4CCOCC4)nc(Sc4ccccc4)c23)C1 (stereo not drawn)	-1	-1	0.5	5	-14	1	0	5	8
28	Cc1ccc(C(=O)NCC(=O)N(C)CC(=O)Nc2ccccc2Br)s1	-3	-1	-4.4	18	5	0	4	6	-17

Next section
entry	SMILES	M5 PAM	M5 antag	CRFR2-BP ag	CHRM4 PAM	CRFR2-BP antag	M4 ag	M5 ag	M1 PAM	M4 antag
31	COc1ccc(OC)c(NC(=O)CN2CCN(C(=O)c3ccco3)CC2)c1	11	-6	2.2	10	25	1	-6	10	-5
32	COC(=O)c1ccccc1NC(=O)C1CCCO1 (stereo not drawn)	-6	7	-0.5	16	8	2	1	-3	-13
33	O=C(COC(=O)[C@@H]1CCCN1C(=O)c1cccs1)Nc1cccc([N+](=O)[O-])c1	-15	5	-2.0	-2	-2	7	2	-7	7
34	CCCCN(C)CC(O)Cn1cc(/C=C/C(=O)c2ccc(C)cc2)c2ccccc21 (stereo not drawn)	0	-2	16	-3	-29	16	-1	13	1
35	CCc1cccc(C)c1NC(=O)CNCc1ccccc1	5	3	-1.0	-1	12	0	-3	6	10
36	Cc1nc(Nc2ccc(Cl)c(Cl)c2)sc1C(=O)Nc1ccccc1	-14	7	-1.0	-15	-31	7	1	-12	17
37	CC(=O)Nc1ccc(Nc2cc(-c3ccccc3)nc3ncnn23)cc1	-9	9	-1.6	-7	11	17	-3	1	-12
38	O=C(NCCc1ccc(Cl)cc1)C1=CC=CN2CCS(=O)(=O)N=C12	0	5	-0.8	0	9	1	0	-1	6
39	CC(=O)c1cccc(NC(=O)CSC(=O)c2ccccc2)c1	3	-2	-3.4	-3	5	2	-1	5	9
40	COC(=O)Cc1cc(=O)n2c(nc3ccccc32)[nH]1	1	-5	-0.1	4	22	1	2	-5	-9
41	Cc1cccc(NC(=O)c2ccc(-c3ccccc3[N+](=O)[O-])o2)c1	-4	2	0.6	-7	2	2	-6	-11	-3
42	C=CCn1c(=O)/c(=C/c2ccsc2)s/c1=C(\C#N)C(=O)NCCN1CCOCC1	-6	13	-6.0	6	-39	4	-2	9	-7
43	Cc1ccc(NC(=O)CSc2nc(N)c3cc4c(nc3n2)CCCC4)cc1	-1	-1	-1.0	-6	-21	-2	-2	-1	9
44	COc1cccc(CNC(=O)COC(=O)c2cc([N+](=O)[O-])ccc2N2CCCC2)c1	-15	9	0.3	-5	8	8	-2	-4	-1
45	O=C1CC(C(=O)Nc2ccc(F)c(Cl)c2)N=C(N2CCCCC2)N1 (stereo not drawn)	-3	-2	2.3	5	-1	4	3	0	1

Remaining list, next part
entry	SMILES	M5 PAM	M5 antag	CRFR2-BP ag	CHRM4 PAM	CRFR2-BP antag	M4 ag	M5 ag	M1 PAM	M4 antag
46	O=S(=O)(Cc1c(F)cccc1Cl)c1ncn[nH]1	5	7	0.8	1	-5	1	-2	7	-3
47	Cc1ccccc1C1CCCN(C(=O)c2cc(COc3c(F)cccc3F)on2)C1 (stereo not drawn)	-7	17	1.7	-5	6	1	-10	-1	-10
48	O=C(NC1CC1)C1=C[C@H](c2ccc(Br)cc2)C[C@H](OCc2ccc(CO)cc2)O1	0	11	0.5	5	-5	6	0	4	-14
49	Cc1ccc(/C=C2\SC(=S)N(CCC(=O)NNS(=O)(=O)c3ccc(C)cc3)C2=O)cc1	-4	5	6.1	-1	12	0	-2	10	4
50	COc1ccc(NC(=O)n2ncc3c(C)cccc32)cc1OC	2	8	-0.7	7	18	4	-3	2	-12
51	OC(COCc1cccs1)CN1CCN(c2ccccn2)CC1 (stereo not drawn)	-5	15	-1.8	1	-3	1	-6	-5	8
52	Cc1cc(C(=O)COc2cc(F)ccc2[N+](=O)[O-])c(C)n1CC1CCCO1 (stereo not drawn)	-17	14	-0.4	3	-8	2	3	19	2
53	CN(C)CCCN(C(=O)c1ccc(S(=O)(=O)N(C)C)cc1)c1nc2ccc(F)cc2s1	-4	2	-0.8	2	-17	4	-10	9	-9
54	O=C(CSc1nnc(NC(=O)c2ccccc2)s1)NC1CCCC1	4	1	0.9	-1	4	0	-1	13	-1
55	Nc1cccc2c1C(=O)N(C(=O)c1ccc(S(=O)(=O)N3CCCCCC3)cc1)C2=O	-6	0	3.1	0	1	0	0	1	-4
56	COc1ccc(CN(C)C(C)C(=O)Nc2ccc([N+](=O)[O-])cc2Cl)cc1OC (stereo not drawn)	0	7	-0.5	1	39	2	-1	-16	-1
57	O=C(O)CCC(=O)Nc1cccc(C(=O)c2ccccc2)c1	-3	2	-1.1	-5	7	-1	2	-4	7
58	COCCCNC(=O)c1cc(Sc2ccc(F)cc2)nc2ccccc12	-9	-3	-1.5	14	5	5	-1	-3	-24
59	COc1cccc(NS(=O)(=O)c2cc3c(cc2C)N(C(C)=O)CCO3)c1	-1	-1	1.1	5	-11	3	5	10	4
60	CS(=O)(=O)N(CC(=O)N1CCc2ccccc2C1)c1ccc(Br)cc1	0	6	-1.4	1	13	1	0	20	-5

Carrying on.
entry	SMILES	M5 PAM	M5 antag	CRFR2-BP ag	CHRM4 PAM	CRFR2-BP antag	M4 ag	M5 ag	M1 PAM	M4 antag
61	N#Cc1cc2c(cc1NC(=O)CCn1cnnn1)OCO2	2	0	-0.5	3	5	1	-4	3	-12
62	CCOC(=O)N1CCN(C(=O)CSc2nnc(-c3cc(OC)cc(OC)c3)o2)CC1	5	0	2.4	-1	1	0	-1	-3	-2
63	COc1cccc(N2CCN(S(=O)(=O)c3ccc(-c4cnc(C5CC5)o4)cc3)CC2)c1	-3	9	1.7	-1	4	3	-3	3	2
64	Oc1cccc(NC(=S)Nc2ccc(SC(F)F)cc2)c1	-3	0	-0.8	-1	33	7	0	3	-6
65	COc1ccc(CNC(=S)NCc2ccc(F)cc2)cc1OC	-5	13	1.1	1	-7	4	0	7	-6
66	COC(=O)c1ccc(NC(=O)C(=O)c2c[nH]c3ccccc23)cc1	2	6	0.0	-5	8	0	-1	12	11
67	Cn1cccc/c1=N\c1cccc[n+]1C	1	-7	-2.2	-2	6	1	-19	-1	3
68	CCc1cccc(NC(=O)CN(C)S(=O)(=O)c2cccc3cccnc23)c1	-9	8	-2.3	-18	0	8	2	-4	-1
69	O=C(/C=C/c1ccccc1Cl)c1cccnc1	8	-4	0.4	0	-16	8	1	8	-16
70	Cn1c(=O)cc(N2CCN(C(=O)c3ccco3)CC2)[nH]c1=O	-8	2	4.3	-7	-10	0	-1	2	-7
71	COc1cccc2sc(N(C)c3ccccc3)nc12	5	-8	-0.5	22	-8	-1	-1	10	-11
72	O=C1CCCN1CCC(=O)N1CCCC(Nc2ccc(F)cc2)C1 (stereo not drawn)	-4	5	7.2	9	18	1	-2	-9	-9
73	COc1ccc(OC)c(NC(=O)C2CC(C)=C(C)CC2C(=O)O)c1 (stereo not drawn)	0	8	-1.6	3	4	1	-4	9	2
74	CC(C)c1nc2oc3c(N4CCNCC4)ncnc3c2c2c1CCC2	-5	15	0.9	-7	-7	0	1	-1	-2
